Compound activity as filed in PubChem BioAssay.
EWS-Fli block: EWS/Fli transcriptional activity inhibition | 0.67% of 350,000 active | inhibition, % at 12.6 µM | AID 651661 | A673 NR0B1-luciferase reporter, viability-normalised;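 active means mean inhibition of at least 50% after viability correction, with every replicate also passing that limit; inconclusive means mean reaches 50% but only one of two replicates passes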;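 further: firefly luciferase signal divided by Alamar Blue viability fluorescence both relative to DMSO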
LGR2 antag: Drosophila LGR2 receptor signaling inhibition; HEK293 LGR2, CRE-luciferase, bursicon-stimulated, 4 h; inhibition, % at 9.99 µM; 0.35% of 380,000 active; AID 720647;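 active means drop in luminescence signal, shown as inhibition above about 50% in the replicate tests, limit read from the data, passing the limit was not always enough; inconclusive means probably only some replicates passing the limit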;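 further: agonist challenge used bursicon conditioned medium at about half maximal strength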
PGC1a acetyl inh: modulators of PGC1a acetylation | U2OS PGC1a acetylation, AlphaScreen anti-acetyl-lysine; with virally co-expressed GCN5 acetyltransferase | inhibition, % at 15.6 µM | 0.17% of 350,000 active;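 active means every replicate shows inhibition of at least 40%; inconclusive means mean inhibition at least 40% but some replicate below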;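 further: 0% = neutral control wells and 100% = positive control wells; some results beyond the cut were filed as inactive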
S100A4 MyoIIA: S100A4-myosin IIA interaction inhibition. S100A4/TAMRA-MyoIIA peptide fluorescence polarization. 0.14% of 360,000 active. inhibition, % at 10.7 µM. P26447;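 active means mean inhibition of at least 70% across replicates, with every replicate also reaching that level; inconclusive means mean inhibition reaches 70% but some replicates fall short; inactive means mean inhibition below 70%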
Target sequence (P26447 whole entry, looked up): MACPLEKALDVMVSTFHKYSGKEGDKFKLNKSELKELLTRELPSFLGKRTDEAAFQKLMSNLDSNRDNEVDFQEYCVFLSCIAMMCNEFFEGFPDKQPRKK
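Material: S100A4 monomer protein | Medium: HEPES pH 7.2 with CaCl2, KCl, NaCl, DTT, Triton | Reagent: Labelled myosin peptide probe, 5 nM | Doses: One dose per compound | Times: 5 min incubation before reading | Benchmarks: Neutral control DMSO, positive control TFP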
ERAP1 HTS inh: ERAP1 (human) enzyme inhibition | 0.15% of 340,000 active | recombinant ERAP1, Leu-AMC fluorescence, 60 min | AID 652197 | Q9NZ08 | inhibition, % at 10.7 µM;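 active means mean replicate inhibition of at least 30%, or all replicates individually reaching that 30% level; inactive means mean below 30% and not every replicate reaching it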;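 further: 0% = neutral control wells and 100% = L-leucinethiol positive control wells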
PAX8 inh HTS: inhibitors of PAX8 transcriptional activity in RMG-I cells | RMG-I TPO-luciferase reporter, SteadyGlo, 24 h | inhibition, % at 12.6 µM | 1.2% of 360,000 active | AID 652154;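 active means mean replicate inhibition at least 60% with every replicate also reaching 60%; inconclusive means only one of the two criteria is met; inactive means mean below 60% and not all replicates reaching 60%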;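 further: luciferase light reporting Pax8 driven TPO promoter activity; plate controls were median of neutral control wells for no effect and mitoxantrone controls for full effect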
PglD inh: PglD (C. jejuni) enzyme inhibition | purified PglD enzyme, DTNB colorimetric CoA detection | inhibition, % at 12.5 µM | 0.098% of 360,000 active; in the data active means inhibition above about 16%, passing the limit was not always enough; inconclusive means no clear call, values can overlap the other calls; further: strong numbers were not always called active
FN deposition inh: fibronectin deposition inhibition | AH1F fibroblasts, Alexa488-fibronectin deposition fluorescence, overnight | inhibition, % at 12.6 µM | 0.086% of 350,000 active | AID 743247;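 active means mean inhibition across replicates of 30% or more, regardless of how many single replicates reach that level; inconclusive means mean under 30% yet at least half of replicates reach 30%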;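 further: positive control wells lacked labelled fibronectin entirely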
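Material – AH1F fibroblast monolayer, labelled fibronectin deposition · Reagent – labelled fibronectin 24 nM · Timing – 1 h adhesion, overnight exposure · Measured by – fluorescence at 485 nm excitation, 525 nm emission · Read-out – inhibition of fibronectin deposition signal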
Numbers without * were called inactive; ? = inconclusive; / = no result given; & = joins results of further samples.

SMILES	EWS-Fli block	LGR2 antag	PGC1a acetyl inh	S100A4 MyoIIA	ERAP1 HTS inh	PAX8 inh HTS	PglD inh	FN deposition inh
COc1ccc2c3c([nH]c2c1)[C@@H](CO)N(C(=O)Nc1ccc(F)cc1)CC31CCN(S(=O)(=O)c2cccc(C)c2)CC1	24	3	/	8	-3	/	/	/
O=C(O)COn1c(-c2ccc(Cl)cc2)nc2ccc(Cl)cc21	-91	/	/	-5	0	-85	/	0
CO[C@H]1CN(C)C(=O)c2cc(NC(=O)c3nc4ccccc4s3)ccc2OC[C@H](C)N(Cc2cccnc2)C[C@@H]1C	-4	10	7	9	0	-46	-3	5
C[C@H]1CN([C@@H](C)CO)C(=O)c2cccc(NC(=O)c3nc4ccccc4s3)c2O[C@H]1CN(C)Cc1ccc(-c2ccccc2)cc1	-6	-15	18	-4	0	/	1	/
CCCC(=O)Nc1ccc2c(c1)C(=O)N(C)C[C@@H](OC)[C@H](C)CN(C(=O)c1cccnc1)[C@@H](C)CO2	0	5	5	-4	-3	-14	2	5
Cc1ccc(C(=O)N2CCCCC2)cc1S(=O)(=O)N1CCOCC1	8	1	3	-30	-3	-12	-3	3
C[C@@H]1CCCCO[C@@H](CN(C)CC2CCCCC2)[C@H](C)CN([C@H](C)CO)C(=O)c2cc(NC(=O)Nc3ccccc3)ccc2O1	24	4	-18	15	-4	86*	1	1
O=C(CCCc1ccccc1)NCc1cn2ccsc2n1	-6	-6	/	-2	2	-9	1	1
CCOC(=O)c1c(C)[nH]c(C(=O)OCC(=O)N(C)CC(=O)Nc2ccccc2Cl)c1C	-9	1	2	-3	-1	1	3	0
CC(C)(C)n1nnnc1C(c1ccccc1)N1CCN(C(=O)C2CCCO2)CC1 (stereo unspecified)	6	-15	/	-1	0	-17	/	15
CC(=O)Nc1ccc(CN(C)c2c(C)nc3ccc(C(=O)NCCCn4ccnc4)cn23)cc1	-9	0	3	9	-2	-2	-1	5
O=C(c1cccc(C(F)(F)F)c1)C1CCCN(Cc2cccn2-c2ccccn2)C1 (stereo unspecified)	15	26	-5	8	1	18	5	-2
Cn1ccc2c(N3CCCCCCC3)cc3c(c21)C1CCC3O1 (stereo unspecified)	7	-2	2	-6	/	19	-1	/
COc1ccc2c3c(n(C)c2c1)[C@H](CO)N(C(=O)C1CCC1)CC31CN(Cc2cccc(F)c2)C1	-7	22	/	8	4	-21	/	/
O=C(O)CC/C(=C\c1ccc(Cl)c([N+](=O)[O-])c1)c1nc2ccccc2s1	2	6	2	1	1	22	0	-4
Cc1ccc(C2=NCCn3nc4cc([N+](=O)[O-])ccc4c32)cc1	1	-11	-1	-6	-1	-4	-1	4
CC(C)NC(=O)Nc1ccc2c(c1)C(=O)N([C@@H](C)CO)C[C@@H](C)[C@@H](CN(C)C)OCCCC[C@@H](C)O2	/	-12	9	-4	-3	-7	0	8
CCN1CCN(CC(=O)c2cc(OC)c(OC)c(OC)c2)CC1	13	12	-2	-1	-2	1	2	5
COc1ccccc1CNC(=O)C[C@@H]1C[C@@H]2c3cc(NC(=O)Nc4ccccc4F)ccc3O[C@@H]2[C@H](CO)O1	9	2	19	8	1	-16	0	/
CCCNc1nc(OCC(F)(F)F)nc(OCC(F)(F)F)n1	7	18	8	-2	-2	/	4	/
Nc1ccc2c(c1)C(=O)Cc1ccccc1S2	/	-8	/	-4	-3	-26	/	1
CCOc1nc(NCCO)nc(NCCC2=CCCCC2)n1	/	/	9	/	/	-7	0	13
C[C@H]1CN([C@@H](C)CO)C(=O)Cc2cc(NC(=O)C3CC3)ccc2O[C@H]1CN(C)Cc1ccc(Cl)c(Cl)c1	/	3	5	4	-4	9	0	/
CC(C)NC(=O)N1CC(=O)N2[C@@H](CO)[C@H](c3ccc(/C=C/c4ccccc4)cc3)[C@@H]2C1	1	10	-9	7	-2	-12	/	22
C[C@@H]1CCCCO[C@@H](CN(C)C(=O)c2ccncc2)[C@H](C)CN([C@@H](C)CO)C(=O)c2cc(N(C)C)ccc2O1	-1	-2	1	-7	1	-2	-2	/
COc1ccc(CNC(=O)c2coc(=O)c3ccccc23)c(OC)c1	3	8	1	-1	-6	47	-2	-2
COc1cccc(/C=N/Nc2ccccc2C(=O)O)c1O	-45	-45	6	-4	-6	-138	1	-2
O=C(Nc1ccccc1)C1=C[C@@H](c2coc3ccccc3c2=O)C[C@@H](OCc2ccc(CO)cc2)O1	15&20	24	-15	-9&-4	1&-2	18&8	5	0
Cc1csc(NC(=O)CSc2nnc(C)n2Cc2ccco2)n1	/	/	2	/	/	-15	-1	0
CCC(=O)c1cn(/C(=C\C(=O)OC(C)(C)C)CCC(OC)OC)cc1CC	9	/	-20	1	1	-15	-1	-13
CCCNC(=O)Nc1nc(CC(=O)OCC)cs1	6	-1	/	-1	14	-16	/	-4
COc1ccc(C(=O)NCC(=O)OCC(=O)NC23CC4CC(CC(C4)C2)C3)cc1	3	-12	4	-1	-1	-3	-4	4
C[C@H]1CCCCO[C@@H](CN(C)C(=O)NC2CCCCC2)[C@@H](C)CN([C@@H](C)CO)C(=O)c2cc(NC(=O)Cc3ccccc3)ccc2O1	14&9	20	-2	-1&2	-3&2	29	-5&-1	-11
Cc1noc(C)c1NC(=O)Nc1cccc2c1O[C@H](CN(C)Cc1ccc(C(F)(F)F)cc1)[C@@H](C)CN([C@@H](C)CO)C2=O	3	-19	-10	2	-3	9	2	/
COc1cccc(C(=O)Nc2ccc3c(c2)C(=O)N(C)[C@@H]2CC[C@@H](CC(=O)NCc4ccccc4F)O[C@@H]2CO3)c1	-3	-16	-9	6	-1	-2	3	-19
Cc1ccc(-c2nc(C=Nc3ccccc3)c(O)o2)cc1	-51	-24	/	22	2	-56	/	-9
C[C@H]1[C@@H]2C[C@@]3(O[C@H](c4ccc(C(F)(F)F)cc4)N=C3C[C@@H]1c1ccccc1)N(Cc1ccncc1)C2=O	-20	-2	/	-7	-1	7	/	0
COc1ccc(NC(=O)N(C)C[C@@H]2Oc3ccc(NC(=O)CCCN(C)C)cc3C(=O)N([C@@H](C)CO)C[C@@H]2C)cc1	-8	12	2	6	0	-12	0	/
CCOC(=O)/C(=N\Nc1ccccc1Cl)N1CC(C)OC(C)C1 (stereo unspecified)	8	9	7	-2	/	4	2	6
Cc1cc(C)cc(Cn2cc(CN3CC(N4CCCCC4)CS3(=O)=O)nn2)c1 (stereo unspecified)	1	-18	/	0	-1	15	/	8
C[C@H]1CN([C@@H](C)CO)C(=O)c2cc(NS(=O)(=O)c3ccccc3)ccc2O[C@H]1CN(C)C(=O)Nc1cccc2ccccc12	-5	-7	0	-11	-1	-4	1	-7
CC(C)C(C)NC(=O)Cn1cnc2c(oc3ccccc32)c1=O (stereo unspecified)	-60	-27	-4	-2	3	7	-7	2
COc1ccccc1N(CC(=O)NC1CCCC1)S(=O)(=O)c1ccc(C)cc1	3	18	-10	-2	-10	-1	2	1
COc1cc(NC(=O)CCN2CCN(C)CC2)cc(OC)c1	-11	-4	?	-7	-7	11	0	1
CNC(=O)/C(=C\C=C\c1ccccc1)NC(=O)c1ccc([N+](=O)[O-])cc1	11	-5	-10	3	-1	/	0	/
O=C(Nc1nc(-c2ccccc2)c(-c2ccccc2)s1)c1ccc(S(=O)(=O)N2CCCCC2)cc1	/	-1	4	/	/	1	0	6
CC(Sc1nnc2ccccn12)C(=O)Nc1ccc(N2CCOCC2)cc1 (stereo unspecified)	11	-6	7	-4	-3	9	0	/
Cc1ccsc1CNCc1cc(Cl)ccc1O	-9	-5	3	8	4	8	-1	1
CCOc1ccc(N(CC(=O)Nc2nccs2)S(=O)(=O)c2c(C)noc2C)cc1	2	-3	9	-1	/	-4	1	-6
CN(C)CCCNC(=O)C[C@H]1CC[C@@H]2[C@H](COC[C@@H](O)CN2CC2CCCC2)O1	-1	-7	5	32	-3	-15	-2	5
Oc1sc(C=Nc2ccccc2)c2ccccc12	/	/	-11	/	/	-82	-2	-8
CCCCCCCCN1[C@@H](CC(=O)OC)c2cc(C(F)(F)F)ccc2S1(=O)=O	-1	-2	-3	15	4	0	-7	8
CC(C)(C)C1CCC(=O)N(CCOc2ccccc2)CC1 (stereo unspecified)	-57	-45	3	6	-3	-125	2	10
O=C(Nc1ccc(S(=O)(=O)N2CCOCC2)cc1)c1cc([N+](=O)[O-])ccc1Cl	5	6	3	-2	3	29	5	-8

Retrieved by structure from above, four records:
SMILES	EWS-Fli block	LGR2 antag	PGC1a acetyl inh	S100A4 MyoIIA	ERAP1 HTS inh	PAX8 inh HTS	PglD inh	FN deposition inh
CN(C)CCCNC(=O)C[C@H]1CC[C@@H]2[C@H](COC[C@@H](O)CN2CC2CCCC2)O1	-1	-7	5	32	-3	-15	-2	5
Cc1ccsc1CNCc1cc(Cl)ccc1O	-9	-5	3	8	4	8	-1	1
O=C(Nc1nc(-c2ccccc2)c(-c2ccccc2)s1)c1ccc(S(=O)(=O)N2CCCCC2)cc1	/	-1	4	/	/	1	0	6
Oc1sc(C=Nc2ccccc2)c2ccccc12	/	/	-11	/	/	-82	-2	-8

Given as comma-separated lines: entries from further up.
SMILES,EWS-Fli block,LGR2 antag,PGC1a acetyl inh,S100A4 MyoIIA,ERAP1 HTS inh,PAX8 inh HTS,PglD inh,FN deposition inh
CCCCCCCCN1[C@@H](CC(=O)OC)c2cc(C(F)(F)F)ccc2S1(=O)=O,-1,-2,-3,15,4,0,-7,8
CC(C)(C)C1CCC(=O)N(CCOc2ccccc2)CC1 (stereo unspecified),-57,-45,3,6,-3,-125,2,10
O=C(Nc1ccc(S(=O)(=O)N2CCOCC2)cc1)c1cc([N+](=O)[O-])ccc1Cl,5,6,3,-2,3,29,5,-8

Some of the entries so far, with each value named.
Oc1sc(C=Nc2ccccc2)c2ccccc12
  EWS-Fli block: /
  LGR2 antag: /
  PGC1a acetyl inh: -11
  S100A4 MyoIIA: /
  ERAP1 HTS inh: /
  PAX8 inh HTS: -82
  PglD inh: -2
  FN deposition inh: -8

CCCCCCCCN1[C@@H](CC(=O)OC)c2cc(C(F)(F)F)ccc2S1(=O)=O
  EWS-Fli block: -1
  LGR2 antag: -2
  PGC1a acetyl inh: -3
  S100A4 MyoIIA: 15
  ERAP1 HTS inh: 4
  PAX8 inh HTS: 0
  PglD inh: -7
  FN deposition inh: 8
